NLRP3 yeast inh – NALP3 inhibition in yeast; Yeast reconstituted NLRP3/ASC/caspase-1, beta-gal luminescence, 24 h; inhibition, % at 10 µM; actives 0.39% (n = 330,000); AID 2825;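 active = inhibition of 50% or more; inactive = inhibition below 50%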;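 note: plate controls were induced DMSO wells for no effect and uninduced yeast grown without galactose for full effect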
MIN6 prolif – inducers of beta-cell replication in MIN6 cells; actives 0.29% (n = 330,000); proliferation, % at 10 µM; MIN6 cells proliferation, ATPlite luminescence, 48 h; cells starved in 0.2% serum; 100% = growth in 10% serum;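 active = compounds whose signal lies at least 3.5 SD above the mean of all wells on their plate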;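 note: 0% = DMSO-treated cells in low-serum medium and 100% = 10% serum control; some compounds called inactive have numbers as strong as hits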
hIAP act – increases human intestinal alkaline phosphatase activity. purified human IAP, CDP-Star luminescence, 30 min; hits give high values; 1 = vehicle-only enzyme, 0 = enzyme-free background. activation factor at 10 µM. actives 0.16% (n = 330,000). AID 2524;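 active = activation factor of the enzyme at least 2-fold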; note: the source names both 10 and 20 µM as test concentration; values of inactives mirror those of a sister screen read the other way
A3G deaminase – blocks human APOBEC3G single-stranded DNA deamination | Q9HC16 | inhibition, % at 20 µM | recombinant A3G, ssDNA deamination FAM/TAMRA fluorescence | actives 0.28% (n = 330,000) | AID 493012;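 active = inhibition of at least 40% at 20 µM, with no more than 30% in the related APOBEC3A deaminase screen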;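 note: plate controls were DMSO wells with A3G for no effect and wells lacking A3G enzyme for full effect; some compounds called inactive have numbers as strong as hits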
Target sequence (Q9HC16 whole entry, looked up): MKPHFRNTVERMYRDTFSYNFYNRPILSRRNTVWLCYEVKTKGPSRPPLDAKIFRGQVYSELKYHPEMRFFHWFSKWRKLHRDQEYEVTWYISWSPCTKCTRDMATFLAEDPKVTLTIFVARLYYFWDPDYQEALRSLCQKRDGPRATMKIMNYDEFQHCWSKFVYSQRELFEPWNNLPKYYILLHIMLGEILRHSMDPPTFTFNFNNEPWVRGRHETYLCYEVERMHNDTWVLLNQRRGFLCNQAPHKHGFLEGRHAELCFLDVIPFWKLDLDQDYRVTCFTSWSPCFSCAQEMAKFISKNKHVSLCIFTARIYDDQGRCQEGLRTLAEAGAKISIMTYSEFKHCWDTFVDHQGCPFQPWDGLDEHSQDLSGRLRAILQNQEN
mIAP inh – blocks mouse intestinal alkaline phosphatase; actives 0.2% (n = 330,000); purified mouse IAP, CDP-Star luminescence, 30 min; inhibition, % at 10 µM;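 active = inhibition of at least 40% at 10 µM in the primary screen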;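 note: plate controls were DMSO with enzyme for no effect and no enzyme wells for full effect; values of inactives mirror those of a sister screen read the other way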
SENP1 FRET inh – inhibitors of human SENP1 SUMO protease catalytic domain; Q9P0U3; recombinant SENP1 catalytic domain, CyPet-SUMO1-YPet FRET cleavage; inhibition, % at 10 µM; actives 0.21% (n = 360,000);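 active = inhibition at least 30% at 10 µM, raw YFP signal under a set limit, fluorescence ratio 0.5 to 1.5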;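 note: 0% = enzyme with DMSO and 100% = no enzyme wells; some results filed as inactive read as strong as hits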
Target sequence (Q9P0U3 419-644 limits assumed): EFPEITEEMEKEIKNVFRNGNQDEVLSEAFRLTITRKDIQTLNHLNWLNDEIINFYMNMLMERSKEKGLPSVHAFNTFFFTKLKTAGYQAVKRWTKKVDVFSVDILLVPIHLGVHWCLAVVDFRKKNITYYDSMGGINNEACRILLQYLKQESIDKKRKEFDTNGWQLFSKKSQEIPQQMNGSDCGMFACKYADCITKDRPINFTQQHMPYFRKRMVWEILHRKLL
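Material: hSENP1 catalytic domain, recombinant; medium: Tris pH 8 with BME, BSA, NP40 and catalase; compound: single concentration of 10 µM compound, 0.5% DMSO final; technique: FRET read of cyan and yellow fluorescence; timing: 50 min enzyme reaction, room temperature, light-protected; reagent: SFCypet-SUMO1-SFYpet substrate at 25 nM; control set: no-enzyme low, enzyme-DMSO high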
A3A deaminase – blocks human APOBEC3A ssDNA deamination; AID 493011; actives 0.41% (n = 330,000); inhibition, % at 20 µM; recombinant A3A, FAM/TAMRA ssDNA deamination fluorescence;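 active = at least 40% inhibition at 20 µM here, with at most 30% in a related deaminase screen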;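 note: plate controls were A3A with DMSO for no effect and wells lacking A3A enzyme for full effect; some results filed as inactive read as strong as hits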
Target sequence (P31941 whole entry, looked up): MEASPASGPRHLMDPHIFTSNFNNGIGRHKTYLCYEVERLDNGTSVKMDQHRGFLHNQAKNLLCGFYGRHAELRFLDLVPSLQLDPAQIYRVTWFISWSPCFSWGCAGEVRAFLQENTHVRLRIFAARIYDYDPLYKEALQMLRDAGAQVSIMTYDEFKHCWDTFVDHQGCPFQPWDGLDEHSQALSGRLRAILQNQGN
mIAP act – increases mouse intestinal alkaline phosphatase activity. activation factor at 10 µM. actives 0.24% (n = 330,000). muIAP, CDP-Star luminescence, 30 min; hits give high values; 1 = vehicle-only enzyme signal, 0 = enzyme-free wells. AID 2805;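 active = activation factor of at least 2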; note: the source names both 10 and 20 µM as test concentration; values of inactives mirror those of a sister screen read the other way
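System: mouse IAP enzyme. Reagent: CDP-Star chemiluminescent phosphatase substrate. Benchmarks: DMSO wells, no-enzyme wells. Times: 30 min enzyme-substrate-compound incubation at room temperature. Detection: luminescence from enzymatic CDP-Star hydrolysis. Doses: test compounds delivered from DMSO solution.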
hIAP inh – blocks human intestinal alkaline phosphatase; actives 0.12% (n = 330,000); purified IAP, CDP-Star luminescence, 30 min; AID 2544; inhibition, % at 10 µM;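 active = inhibition reaching a set limit with compound at 10 µM in the primary screen, cut at about 35% in these data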;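 note: plate controls were DMSO wells with enzyme for no effect and no-enzyme buffer wells for full effect; values of inactives mirror those of a sister screen read the other way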
* = called active by the depositor.

Every second line gives: NLRP3 yeast inh	MIN6 prolif	hIAP act	A3G deaminase	mIAP inh	SENP1 FRET inh	A3A deaminase	mIAP act	hIAP inh
> CN(C(=O)CN1CC=C(c2ccccc2)CC1)c1c(N)n(Cc2ccccc2)c(=O)[nH]c1=O
→ 7	-1	0.96	-9	10	2	10	0.9	4
> O=[N+]([O-])c1ccc(NC2CCN(Cc3ccccc3)CC2)c2ccncc12
→ 31	-4	0.74	-2	7	-87	2	0.93	26
> Cc1ccc(-n2c(O)c(C=NCCN3CCNCC3)c(=O)[nH]c2=S)cc1
→ 19	-2	0.99	-13	1	-2	-5	0.99	1
> COCc1cc(OC(=O)N(C)C)nc(-c2ccc(C)c(Cl)c2)n1
→ 32	-1	1.1	-6	0	1	0	1	-7
> O=C1Nc2ccccc2C1Cc1nc2ccccc2c(=O)n1-c1ccccc1 (centres undefined)
→ -6	-1	0.9	-5	-7	-11	5	1.1	10
> CC(=O)N1CC(=O)Nc2ccc(Br)cc2C1c1ccc(F)cc1 (centres undefined)
→ 11	-1	1.1	-6	1	3	-6	0.99	-12
> CC1(C)NC(=O)[C@H]2CCCN21
→ 11	-6	1	4	3	-2	3	0.97	-2
> O=C(Cn1nc(-c2ccc(Cl)cc2)ccc1=O)N1CCC2(CC1)OCCO2
→ 14	-2	0.96	-3	-16	3	3	1.2	4
> COc1ccc(-c2nc3ccccc3c(=O)o2)cc1
→ 11	-5	0.95	-9	0	1	6	1	5
> CN1CCN(C(=O)COc2ccc3ccccc3c2)CC1
→ 20	2	0.86	15	8	-2	-4	0.92	14
> CCOC(=O)C1CCN(/C=C2/C(=O)NC(=S)N(c3ccccc3F)C2=O)CC1
→ 4	3	0.93	-2	2	-2	-3	0.98	7
> O=C1C(Cc2cnc[nH]2)NC(=S)N1c1ccccc1 (centres undefined)
→ 14	0	1.2	2	1	-2	2	0.99	-19
> COc1ccc(C(O)CNC(C)C)c(F)c1OC (centres undefined)
→ 17	2	0.93	-11	0	1	-1	1	7
> CC(=O)Nc1ccccc1C(=O)OCC(=O)c1ccccc1Cl
→ 4	0	0.95	-5	5	2	-2	0.95	5
> Fc1ccccc1CNCCc1ccc2c(c1)OCO2
→ 16	-3	0.9	-4	3	-1	-6	0.97	10
> CCOP(=S)(OCC)SCCSCC
→ 19	4	0.87	-9	-1	1	-2	1	13
> COc1ccc(-c2nn(CCC#N)cc2C(=O)Nc2ccccc2)cc1OC
→ 15	-3	0.88	-6	-5	-1	-7	1	12
> Clc1cccc(Cl)c1C1N2CCCN12 (centres undefined)
→ 3	-3	1.2	-10	-7	3	-8	1.1	-20
> O=C(CCN1CCCCC1)NCC(=O)Nc1ccc(Br)cc1C(=O)c1ccccc1
→ 17	-4	0.95	0	1	0	1	0.99	4
> Cc1cccc(N2C(=O)NC(=O)/C(=C\c3ccc(N4CCOCC4)cc3)C2=O)c1
→ -3	-2	1.1	-8	-13	-2	-5	1.1	-7
> O=C(NC(=S)N1C[C@H]2C[C@H](C1)c1cccc(=O)n1C2)c1ccc(F)cc1
→ 4	0	1.1	-4	9	-2	-5	0.91	-6
> COCCn1cc(C(=O)N2CCC3(CC2)OCCO3)c2c3ccccc3n(C)c2c1=O
→ 2	0	0.94	-4	5	-1	-1	0.95	6
> O=C(COc1ccc2ccccc2c1)N1CCN(Cc2c[nH]c3ccccc23)CC1
→ -6	-3	1.1	-6	-5	1	-5	1	-14
> COc1ccccc1OCC(=O)N1CCCC(N(C)Cc2ccccc2)C1 (centres undefined)
→ 2	-2	0.92	-6	-2	2	-3	1	8
> O=C(O)C1(c2ccc(Cl)cc2)CCC1
→ 14	-3	1.1	-4	5	3	1	0.95	-14
> C=CCn1c(O)c(N=Nc2c(C)n(C)n(-c3ccccc3)c2=O)c(=O)[nH]c1=S
→ 43	-1	1.1	5	16	4	1	0.84	-15
> O=C(OCCN1CCOCC1)C1(c2ccccc2)CCCC1
→ 10	1	1.1	-5	0	1	-3	1	-12
> C#CCN1C(=O)C2(C(C#N)=C(N)OC(C)=C2C(=O)OCc2ccccc2)c2ccccc21 (centres undefined)
→ 10	-4	1	-4	-1	-11	-1	1	-4
> O=C(CF)NC(NC(=S)Nc1cccc([N+](=O)[O-])c1)C(Cl)(Cl)Cl (centres undefined)
→ 19	-1	1	-2	20	3	-2	0.8	-4
> CCC(=NCc1ccco1)c1c(O)n(Cc2ccccc2)c(=O)[nH]c1=O
→ 0	-1	0.75	-3	-5	-7	-1	1.1	25

Following part
Every second line gives: NLRP3 yeast inh	MIN6 prolif	hIAP act	A3G deaminase	mIAP inh	SENP1 FRET inh	A3A deaminase	mIAP act	hIAP inh
> CCSC1=NN1c1cc(C)nc(N)n1
→ 10	1	0.83	-9	9	1	4	0.91	17
> COC(=O)C1=C(c2ccc(F)cc2F)C[C@@H]2CC[C@H]1N2C(=O)NCCOc1ccccc1
→ 13	-3	0.95	-6	2	3	-1	0.98	5
> CCn1cc(C(=O)NCc2ccccc2)c2ccccc21
→ 15	-3	0.99	4	-13	-1	2	1.1	1
> CCCCCCN=C(CC)c1c(O)n(CCCC)c(=O)[nH]c1=O
→ 1	-6	1.2	-6	-2	-3	-3	1	-16
> COc1ccc(N2CCN(C(CNC(=O)Oc3ccccc3)c3cccnc3)CC2)cc1 (centres undefined)
→ 10	-2	1	5	0	-2	4	1	0
> CCCCCn1c(=O)c(C(=O)NCc2ccncc2)c(O)c2ccccc21
→ 11	-6	1	1	-3	0	0	1	-4
> C=CCc1cc(C=C2C(=O)NC(=O)NC2=O)cc(OC)c1OCc1ccc(C(=O)O)cc1
→ 7	1	1	1	0	-2	5	1	-3
> CN1CCC2(CC1)N=C(c1ccc(F)cc1)C(=S)N2
→ 8	-3	1.1	8	-10	2	0	1.1	-8
> CC1(O)C[C@]2(C)N(O)C3CCCC[C@@H]3N2O1 (some centres undefined)
→ 9	0	0.87	-9	8	-2	-4	0.92	13
> CCCCC(=O)N/N=C/c1c(O)n(CCCC)c(=S)[nH]c1=O
→ 13	-2	1.4	-6	13	-2	-5	0.87	-40
> Cc1cc(S(N)(=O)=O)ccc1N=Cc1c(O)n(-c2ccccc2)c(=O)[nH]c1=O
→ 8	-2	0.97	3	3	1	2	0.97	3
> Cc1ccc2c(c1)CC1(CN2C)C(=O)NC(=O)N(c2ccccc2C)C1=O (centres undefined)
→ 29	0	0.99	-4	-15	-19	-5	1.1	1
> Cc1cc(C)c(-n2c(O)c(/C=N/NC(=O)c3ccncc3)c(=O)[nH]c2=O)c(C)c1
→ 16	0	1.1	-6	7	-104	-3	0.93	-8
> CCCCN1C(=N)C(CC)(CC)C(=O)NC1=O
→ 1	-1	0.98	-3	5	0	2	0.95	2
> CN1CCN2c3ccccc3CC3(C(=O)N(C)C(=O)N(C)C3=O)C2C1 (centres undefined)
→ 4	-3	0.99	-2	2	4	0	0.98	1
> C=CCn1c(O)c(C=NCCN2CCOCC2)c(=O)[nH]c1=S
→ 25	-2	1	-5	0	2	-1	1	-2
> Cc1ccc(C)c(OCC(=O)N2CCCN(C)CC2)c1
→ -1	-2	1	-3	4	1	-2	0.96	-1
> COC(=O)C1=C(c2ccc(F)cc2OCc2ccccc2)C[C@@H]2CC[C@H]1N2C(=O)N1CCCCC1
→ 6	-6	0.99	-12	-8	0	-3	1.1	0
> CP(=O)(Nc1ccc(Cl)cc1)c1nc2c(s1)CCCC2 (centres undefined)
→ 1	0	1	-6	-11	1	-8	1.1	-2
> CCCCC(=O)N/N=C/c1c(O)n(CCc2ccc(OC)c(OC)c2)c(=O)[nH]c1=O
→ 20	-1	1	-7	4	0	-4	0.96	-2
> CCCn1ncc(C(=O)O)c1C
→ 7	1	0.85	-1	-6	0	3	1.1	15
> CN(C)C(=O)CSc1nnc([C@@H](N)Cc2ccccc2)o1
→ 7	-2	0.88	-9	12	3	1	0.88	12
> CC(C)(C)C(=O)O[C@H]1CC[C@@]2(C)C(=CC(=O)C3C2CC[C@]2(C)C(=O)[C@@H](F)CC32)C1 (some centres undefined)
→ 25	-6	1.2	-5	5	-3	1	0.95	-16
> O=C(Cc1ccc(Cl)cc1)NCCN1CCN(C(=O)Cc2ccc(Cl)cc2)CC1
→ 3	-1	0.96	-4	-2	-1	2	1	4
> C(=NC12CN3CN(CN(C3)C1)C2)c1cccnc1
→ 8	-1	0.99	-6	-5	3	1	1	1
> Oc1cc(Cl)ccc1Oc1ccc(Cl)cc1Cl
→ 20	-6	0.91	-6	17	-1	-3	0.83	9
> Cc1ccc(N2C(=O)CC(=O)NC2=O)cc1Cl
→ -7	-2	1	-7	11	-7	-4	0.89	-1
> CCCCCn1cc(C(=O)C(=O)N2CCOCC2)c2ccccc21
→ 15	-1	1.2	-10	-8	-1	-1	1.1	-20
> O=C1NC(=O)C2(Cc3ccccc3N3CCCC32)C(=O)N1c1ccccc1 (centres undefined)
→ 7	-3	1.3	-11	1	-74	-3	0.99	-26
> COC(=O)C1=C(c2ccc(S(C)(=O)=O)cc2)C[C@@H]2CC[C@H]1N2C(=O)N1CCCC1
→ 11	4	1	-8	4	1	-2	0.96	0

The list continues.
Every second line gives: NLRP3 yeast inh	MIN6 prolif	hIAP act	A3G deaminase	mIAP inh	SENP1 FRET inh	A3A deaminase	mIAP act	hIAP inh
> O=C1C2CCCN2C(c2ccccc2)N1c1ccccn1 (centres undefined)
→ 0	-2	1.1	-8	-16	2	-7	1.2	-13
> COC(=O)Cn1cc(C(=O)c2ccccc2F)c2ccccc21
→ 20	0	1.1	3	4	0	-4	0.96	-11
> c1ccc(OCC2CO2)cc1 (centres undefined)
→ 4	1	0.89	-5	3	3	-2	0.97	11
> CNCC(O)c1cc(OCc2ccccc2)c(OCc2ccccc2)cc1F (centres undefined)
→ 11	-9	1	-8	3	3	0	0.97	-5

The list is partial, so the mix of outcomes need not match the whole.
